NRP1-CendR mod – modulators of CendR peptide binding to NRP-1, primary screen, biochemical, fluorescence polarization, uHTS; FAM-RPARPAR peptide binding to NRP-1; hit rate 0.85% among 360,000; inhibition, % at 25 µM; AID 602438, 2012;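 active = inhibition or corrected inhibition above about 18%, plus a signal ratio from 0.5 to 1.5, limit read from the data, passing the limit was not always enough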; also: strong numbers were not always called active
Rin1 Abl inh – inhibitors of Rin1-Abl protein binding, primary screen, biochemical, TR-FRET; Tyrosine-protein kinase ABL1 (Homo sapiens) + Ras and Rab interactor 1 (Homo sapiens), …; inhibition, % at 7.35 µM; hit rate 0.4% among 360,000; in the data active = inhibition above about 5%, passing the limit was not always enough
eLon inh – inhibitors of E. coli Lon protease, primary screen, biochemical, fluorescence polarization | P0A9M0 | hit rate 0.42% among 360,000 | inhibition, % at 7.94 µM | purified E. coli Lon protease; in the data active = inhibition above about 13%, passing the limit was not always enough;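 also: 0% = enzyme with probe and DMSO and 100% = no enzyme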
Target sequence (P0A9M0 whole entry, looked up): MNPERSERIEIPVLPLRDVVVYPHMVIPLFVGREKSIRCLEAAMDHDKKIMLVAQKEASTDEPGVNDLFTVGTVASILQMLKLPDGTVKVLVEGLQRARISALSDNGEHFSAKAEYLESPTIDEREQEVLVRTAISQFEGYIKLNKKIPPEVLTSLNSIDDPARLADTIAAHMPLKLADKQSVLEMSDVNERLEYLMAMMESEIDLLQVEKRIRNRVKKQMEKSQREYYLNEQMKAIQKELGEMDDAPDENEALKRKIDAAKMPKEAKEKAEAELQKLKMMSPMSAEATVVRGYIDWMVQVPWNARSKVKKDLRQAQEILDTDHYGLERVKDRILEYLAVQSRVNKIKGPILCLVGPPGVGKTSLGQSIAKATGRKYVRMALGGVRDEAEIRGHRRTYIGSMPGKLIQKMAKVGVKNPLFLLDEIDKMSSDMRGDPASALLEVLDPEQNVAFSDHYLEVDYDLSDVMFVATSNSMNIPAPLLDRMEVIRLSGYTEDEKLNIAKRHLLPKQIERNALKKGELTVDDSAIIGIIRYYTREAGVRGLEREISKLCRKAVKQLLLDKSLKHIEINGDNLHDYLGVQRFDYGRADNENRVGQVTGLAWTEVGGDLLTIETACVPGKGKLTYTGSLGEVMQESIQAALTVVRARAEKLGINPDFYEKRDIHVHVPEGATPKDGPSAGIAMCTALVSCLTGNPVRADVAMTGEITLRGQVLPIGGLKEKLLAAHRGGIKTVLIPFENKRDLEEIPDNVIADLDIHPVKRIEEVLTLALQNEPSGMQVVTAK
MT1-MMP act inh – blockers of MT1-MMP proenzyme processing, primary screen, HT1080 RFP-PRO-GFP cells, GFP/RFP fluorescence; hit rate 0.061% among 360,000; Matrix metalloproteinase-14 (Homo sapiens), P50281; GFP/RFP ratio fluorescence, overnight; percent of plate control window, DMSO zero; GFP/RFP ratio change, % at 20 µM;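 active = GFP/RFP ratio change of at least 30% with cell ATP level not reduced by more than half and red fluorescence within 50% of control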; also: strong numbers were not always called active
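Assay system: HT1080 cells carrying an RFP-PRO-GFP reporter | Dosing: Single dose of 20 µM compound, 1% DMSO final | Incubation: Cells overnight before dosing, compound overnight, 37 °C, 5% CO2 | Evaluation: GFP/RFP fluorescence ratio | Control set: DMSO and RFP-L50D-GFP cell wells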
FAS-TE inh – FAS thioesterase domain inhibitors, primary screen, biochemical, fluorescence intensity, uHTS; recombinant FAS-TE, OMFH fluorogenic substrate, fluorescence endpoint; inhibition, % at 15 µM; hit rate 0.67% among 360,000; AID 602261, 2012;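 active = compounds whose normalised, plate-corrected inhibition of enzyme fluorescence in the single-dose primary screen is 50% or more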;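 also: 0% = DMSO with enzyme and 100% = substrate without enzyme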
MsrA act – bovine MsrA enzyme activators, primary screen, biochemical, absorbance, HTS. Methionine sulfoxide reductase A (Bos taurus). AID 602163, 2012. activation, % at 10.6 µM. hit rate 0.3% among 360,000. purified bovine MsrA, absorbance read-out; in the data active = activation above about 7.5%;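 also: 0% = vehicle and 100% = reference activator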
SKN-1 inh – suppressors of acrylamide-induced Pgst-4::GFP reporter in worms, primary screen, SKN-1 inhibitor project, whole organism, uHTS, GFP/RFP fluorescence ratio, strain VP596; C. elegans VP596 Pgst-4::GFP/RFP ratio, 24 h; inhibition, % at 21.8 µM; hit rate 0.49% among 360,000; AID 624304, 2012;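 active = interference check ratio from 0.5 to 1.5 plus GFP to RFP signal ratio inhibition reaching or exceeding a fixed threshold, cut at about 30% in these data, passing the limit was not always enough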; also: some compounds called inactive have numbers as strong as hits
MLLE-PAM2 inh – inhibitors of PABP1 MLLE–PAM2 peptide binding, primary screen, biochemical, fluorescence polarization, FITC-PAM2, GST-MLLE; Polyadenylate-binding protein 1 (Homo sapiens), P11940; inhibition, % at 20 µM; hit rate 0.36% among 360,000; in the data active = inhibition above about 35%, passing the limit was not always enough;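 also: plate controls were DMSO wells with GST-MLLE for no effect and wells lacking GST-MLLE protein for full effect; some results filed as inactive read as strong as hits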
Neddyl block – inhibitors of cullin neddylation, primary screen, biochemical, TR-FRET, uHTS, NAE and Ubc12. NEDD8-conjugating enzyme Ubc12 (Homo sapiens) + NEDD8-activating enzyme E1 regulatory …. calls only at 25 µM. hit rate 0.58% among 360,000. AID 651699, 2012; in the data active = inhibition above about 36%
An asterisk follows results filed as active; i = inactive; x = not tested or not shown. Some of the compounds tested; the hit share may differ from the screen's.

SMILES	NRP1-CendR mod	Rin1 Abl inh	eLon inh	MT1-MMP act inh	FAS-TE inh	MsrA act	SKN-1 inh	MLLE-PAM2 inh	Neddyl block
CCOP(=O)(OCC)C(C)(C)NC(=O)C(Cl)(Cl)Cl	3.7	-1.0	16.1	3.8	-8.6	1.4	10.1	7.1	i
CCC(C)OC(=O)c1c(N)n(Cc2cccs2)c2nc3ccccc3nc12 (stereo not given)	-19.4	-3.4	-6.5	-54.8	9.8	-1.1	-1.9	-2.7	x
Cc1cc(NC(=O)CCC(=O)N2CCC3(CC2)OCCO3)no1	0.7	3.9	-0.6	-2.9	-3.4	0.0	4.3	-8.1	i
[N-]=[N+]=NCc1cn2cccnc2n1	-1.8	-0.4	-7.5	-2.1	-8.2	-8.0	2.8	2.7	x
CC(=NCc1cccnc1)c1c(O)n(-c2ccccc2C)c(=O)[nH]c1=O	-1.0	-2.5	-4.5	-7.3	-5.4	-0.7	12.7	-14.8	i
Cc1ccc(-n2c(O)c(C=Nc3ccc(S(=O)(=O)N(C)C)cc3)c(=O)[nH]c2=O)cc1	3.3	0.6	-41.0	-206.7	-4.9	-4.0	33.8*	-3.2	i
O=C(c1cccn2c(=O)c3cc(Br)ccc3nc12)N1CCC2(CC1)OCCO2	-5.9	-3.2	8.3	-0.2	-0.4	-3.2	-12.4	-3.0	x
Cc1cc(OCC(=O)NCC(O)c2ccccc2)c2c3c(c(=O)oc2c1)CCCC3 (stereo not given)	11.6	-1.3	-2.6	-0.4	17.0	-1.5	-4.7	1.8	x
Cc1c2cnn(CC(=O)N3CCC4(CC3)OCCO4)c(=O)c2c(C)n1Cc1ccc(F)cc1	-3.8	4.3	0.7	3.7	-6.6	-7.4	-3.4	-5.8	i
O=c1[nH]c(=O)n(CCC2=CCCCC2)c(O)c1C=NC1CCN(Cc2ccccc2)CC1	-9.7	-0.7	-3.5	-6.4	0.2	-0.3	15.5	-6.0	i
Cc1ccccc1-n1c(O)c(/C=N/Nc2nc3c(c(=O)n(C)c(=O)n3C)n2C)c(=O)[nH]c1=S	-41.3	-0.9	-13.6	0.5	-10.9	-5.8	14.6	-24.4	i
Cc1cccc(-n2c(O)c(/C=C/C=Nc3ccccc3)c(=O)[nH]c2=O)c1	123.9	-9.8	i	-101.7	-11.9	-4.8	-7.1	-119.7	i
CCc1ccc2c(CN3CC=C(c4ccccc4)CC3)cc(=O)oc2c1	-7.8	-0.3	-19.3	-0.7	-11.0	0.4	-0.4	-9.7	i
CC(=O)c1cccc(OCC(O)CN2CC=C(c3ccccc3)CC2)c1 (stereo not given)	5.0	-3.1	-0.5	-0.9	0.5	-0.9	-24.9	-21.2	i
CCCCn1c(=O)c(C(=O)NC(C)c2ccccc2)c(O)c2ccccc21 (stereo not given)	-0.9	-3.6	-16.2	-1.5	21.0	-7.8	4.5	13.8	i

Quoted from the listing:
SKN-1 inh, O=c1[nH]c(=O)n(CCC2=CCCCC2)c(O)c1C=NC1CCN(Cc2ccccc2)CC1 : 15.5
eLon inh, O=C(c1cccn2c(=O)c3cc(Br)ccc3nc12)N1CCC2(CC1)OCCO2 : 8.3

More records follow:
SMILES	NRP1-CendR mod	Rin1 Abl inh	eLon inh	MT1-MMP act inh	FAS-TE inh	MsrA act	SKN-1 inh	MLLE-PAM2 inh	Neddyl block
Cc1c(C=O)c2ccccc2n1Cc1ccc(F)cc1	0.2	2.8	1.0	-3.0	2.5	-0.3	16.2	-1.5	i
CCc1nn2c(=O)c(F)c(N3CCNCC3)nc2s1	-7.3	-1.7	-6.0	-2.8	-6.7	-1.9	-2.1	-9.8	i
O=c1[nH]c(=S)n(-c2ccccc2Cl)c(O)c1C=NCCN1CCNCC1	0.8	-1.9	-4.4	3.6	-3.9	-4.5	14.2	28.3	i
COC(=O)C1=C(c2ccc3ccccc3c2)C[C@@H]2CC[C@H]1N2C(=O)N1CCCC1	6.7	2.7	2.6	2.6	-3.6	-10.4	-6.9	6.4	i
Cc1nc2ccccc2c(=O)n1-c1cccnc1	0.5	1.2	3.5	-4.6	-6.6	-0.2	9.1	6.6	i
Cc1ccc2c(c1)N(N=O)CCC2	-3.8	-0.2	9.8	-4.8	-7.2	-4.9	9.1	9.6	i
NC(N)=Nc1ccc2[nH]c3c(c2c1)C[C@@]1(O)[C@H]2Cc4ccc(O)c5c4[C@@]1(CCN2CC1CC1)[C@H]3O5	8.3	-1.4	-4.8	-2.5	4.3	-5.5	-5.6	8.1	i
COc1ccc(-n2c(Cc3cccc([N+](=O)[O-])c3)nc3ccccc3c2=O)cc1	8.2	1.4	14.2	-2.5	-6.8	-10.8	-5.3	2.3	i
C[N+]1(C)C2CC(OC(=O)[C@H](CO)c3ccccc3)CC1C1OC12 (stereo not given in full)	-5.1	1.1	-3.6	0.8	-5.4	-3.0	-5.8	-3.0	i
O=C1C2C3CCC(O3)C2C(=O)N1CCO (stereo not given)	-10.2	-1.1	7.2	13.9	0.0	-1.9	8.5	2.7	i
O=C(NC1CCCCC1)N1Cc2cc(N3CCCCC3)ccc2-n2nncc2C1	-20.2	2.4	-10.4	8.6	-2.8	-1.9	2.7	-0.2	i
COC(=O)c1ccc(N2C(=O)CC(N3CCC(n4c(=O)[nH]c5ccccc54)CC3)C2=O)cc1 (stereo not given)	0.8	-2.8	-12.5	1.4	-5.1	-13.5	0.5	-4.2	i
COC(=O)C1=C(c2ccc(OC(F)(F)F)cc2)C[C@@H]2CC[C@H]1N2C(=O)N1CCCC1	-1.4	-1.2	-6.3	0.1	-13.0	-5.1	10.8	0.2	i
CCOC(=O)C1(CCOc2ccccc2)CCN(C(C)CSC)CC1 (stereo not given)	-10.9	2.3	-6.5	2.1	-1.8	-1.8	13.5	-2.1	i
C[C@]12CC[C@H](O)C[C@@H]1CC[C@@H]1[C@@H]2CC[C@]2(C)C(=O)CC[C@@H]12	-6.7	3.2	7.3	2.8	3.5	0.8	13.6	6.7	i
O=C(CN1CC(c2ccccc2)CC1=O)NCc1ccc(F)cc1 (stereo not given)	-4.7	-0.8	-2.5	4.7	-4.0	-11.6	-16.4	16.2	i
CC1([N+](=O)[O-])COP(=O)(Nc2ccc(Cl)cc2)OC1 (stereo not given)	-0.7	4.5	8.1	11.2	-1.7	-2.1	-10.8	-5.9	i
c1ccc(CC(NCc2ccco2)c2ccccc2)cc1 (stereo not given)	1.4	5.6	8.7	3.2	1.3	-13.0	-1.0	16.6	i
Cc1ccc(-c2nc3ccccc3c(=O)n2-c2cc(C)ccn2)cc1	11.6	-0.6	-2.7	9.2	-6.1	-1.7	-1.9	-5.7	i
CC1(CCCc2ccc(N(CCCl)CCCl)cc2)NC(=O)NC1=O (stereo not given)	3.1	-1.0	-1.5	1.8	-1.2	-2.9	8.3	8.9	i
CCCCCn1c(=O)c(C(=O)Nc2nc(CC(=O)OCC)cs2)c(O)c2ccccc21	-4.0	-0.3	3.2	1.4	3.5	-1.3	1.9	5.7	i
O=c1c2ccccc2nc(-c2cccs2)n1-c1ccccc1	7.0	-0.5	-3.6	-5.1	6.7	-0.3	-13.7	11.3	i
CC(C)(C)C(=O)N1Cc2cc(N3CCCCC3)ccc2-n2nncc2C1	5.9	-0.4	-5.2	-0.9	-9.7	-2.1	14.2	-7.8	i
O=c1[nH]c2ccccc2c(=O)n1-c1ccc(Cl)cc1Cl	-5.8	-4.9	-1.9	-0.8	-3.6	0.1	8.0	8.6	i
O=C(O)c1ccccc1N=Nc1c(O)[nH]c(=O)[nH]c1=O	7.4	-0.2	-2.3	-0.9	-6.7	-3.2	-0.8	-6.3	i
Cc1cc(OCC(=O)N2CCCN(C)CC2)ccc1Cl	2.1	-2.3	-12.8	-0.2	-3.6	-0.8	-4.7	7.2	i
COC(=O)C1=C(c2cc3ccccc3o2)C[C@@H]2CC[C@H]1N2C(=O)NCc1ccco1	-6.4	-3.6	-5.9	1.5	4.1	-1.1	4.7	-8.2	i
CN1c2ccc([N+](=O)[O-])cc2CC2(C(=O)NC(=O)N(c3ccc(Br)cc3)C2=O)C1c1ccccc1 (stereo not given)	-15.4	2.3	-1.7	-8.2	37.7	-0.8	14.1	9.8	i
CC1CC(OP(O)(=S)c2ccc(N(C)C)cc2NC(=O)c2cccs2)CC(C)(C)C1 (stereo not given)	9.2	0.1	6.1	-4.6	8.5	-1.0	0.0	3.0	i
COc1ccccc1C1C([N+](=O)[O-])=C(N)Oc2c1c(=O)oc1ccccc21 (stereo not given)	3.3	-3.8	4.1	-2.7	-4.7	-7.4	-6.2	-9.0	i
O=P(/C(=N/O)N1CCCCC1)(N1CCOCC1)N1CCOCC1	-17.5	-2.4	-0.5	1.6	-5.3	-3.9	-1.2	6.2	i
COCc1ccc(CN2CCCC(C(=O)c3sccc3C)C2)o1 (stereo not given)	-1.9	1.7	-7.0	1.2	-7.4	-6.6	4.1	10.0	i
COC(=O)C1=C(c2ccc(-c3ccccc3)c(F)c2)C[C@@H]2CC[C@H]1N2C(=O)N1CCOCC1	-9.6	3.7	1.7	7.5	5.6	-0.8	19.2	1.4	i
COc1ccc(C(C)=O)cc1Cc1c(O)[nH]c(=S)[nH]c1=O	9.1	-1.8	-8.0	0.1	-4.4	-2.3	14.8	-114.1	i
CCOC(=O)c1cccc(C2=C(CNC(=O)c3ocnc3C)[C@H]3CC[C@@H](C2)N3Cc2ccccc2)c1	-9.5	-0.3	-0.8	4.6	-0.6	2.5	0.4	1.3	i
c1cncc(C2CC(c3cccs3)n3ncnc3N2)c1 (stereo not given)	-3.5	3.5	6.9	0.8	-9.6	-4.1	-14.7	8.5	i
COc1ccccc1NC(=O)COC(=O)c1cn(C)c2ccccc12	11.5	0.1	6.8	2.1	16.5	0.7	1.2	-1.3	i
CCOc1cc(C=C2C(=O)NC(=S)NC2=O)ccc1O	-10.9	3.8	-9.9	-0.8	-5.3	-5.7	-6.7	21.4	i
COc1ccc(/C=C2\C(=O)NC(=S)N(C)C2=O)cc1C	-202.6	0.9	0.6	-12.3	-3.3	-3.3	-3.7	10.9	i
Cc1ccc(S(=O)(=O)NP(=O)(Oc2ccccc2)Oc2ccccc2)cc1	-11.2	5.3	-11.2	-0.8	-5.9	-4.8	5.2	15.4	i
O=C1NC(=O)N(c2ccc3c(c2)OCO3)C(=O)/C1=C/c1cccs1	-5.5	1.7	-19.5	5.1	-9.8	-3.8	13.8	19.4	i
CCc1nn(CC(=O)N2CCC3(CC2)OCCO3)c(=O)c2cccn12	0.9	-1.3	-9.0	-4.6	-7.1	-2.8	2.1	-5.5	i
O=C1C2CCN(CC2)C1(CO)CO	7.7	3.7	-1.4	-1.3	-8.5	1.4	22.9	-2.6	i
CCNC(=O)C1OC(n2cnc3c(N)ncnc32)C(O)C1O (stereo not given)	11.8	-1.2	-5.8	5.6	-4.3	-1.8	-4.9	0.8	i

Compound activity deposited in PubChem BioAssay by several laboratories.
